HTT cytoprotect – qHTS Multiplex Assay to Identify Dual Action Probes in a Cell Model of Huntington: Cytoprotection (ATP); PC12 HTT-Q103 induced, cytoprotection, ATP luminescence, 40 h; Potency, µM (doses to about 56.4 µM), without a hit: cytoprotection (ATP increase), actives largely listed as activators; AID 1471, 2008; 0.14% of 230,000 active;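 also: potency is read from the fitted curve at half-maximal effect; % of control where 0% means no effect; nearly all actives have a fitted effect of over 45% in size; toxic huntingtin expression switched on by the ecdysone agonist tebufenozide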
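Rat PC12, Q103 Htt exon1-GFP fusion, ecdysone promoter; tebufenozide inducer 100 nM final; compound titration; qHTS, 1500 cells/well; ATPlite luminescent read.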
IMPase Li inh – qHTS Assay for Identifying the Cell-Membrane Permeable IMPase Inhibitors: Potentiation with Lithium; Potency, µM (series often up to 59.4 µM), inactives show top-dose activity, negative = IMPase inhibition, most hits filed as inhibitors; CHO-M1 cells, IP1 TR-FRET (IP-One), carbachol + lithium; 0.35% of 210,000 active;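 also: IP1 builds up when IMPase is blocked and the TR-FRET signal falls; potency is read from the fitted curve at half-maximal effect; plate controls were basal vehicle for no effect and high inhibitor control for full effect; nearly all actives have a fitted effect of over 50% in size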
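CHO cells stably expressing M1 receptor (2000/well) were cultured 16–30 h, then exposed to compounds with a small lithium addition for 30 min at 37C. IP1 was measured by TR-FRET competition; AC50 from Hill fits.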
CBFb RUNX1 block – qHTS Assay for Compounds Blocking the Interaction Between CBF-beta and RUNX1 for the Treatment of Acute Myeloid Leukemia; Runt-related transcription factor 1 (Homo sapiens) + Core-binding factor subunit beta …; AlphaScreen CBFb-His/RUNX1-biotin binding, biochemical; Potency, µM (doses to about 59.8 µM), without a hit: at the highest dose activity, negative = inhibition, hits mostly inhibitors; 230,000 tested, under 10 active; also: % of control where 0% means no effect
Target sequence (Q01196 whole entry, looked up): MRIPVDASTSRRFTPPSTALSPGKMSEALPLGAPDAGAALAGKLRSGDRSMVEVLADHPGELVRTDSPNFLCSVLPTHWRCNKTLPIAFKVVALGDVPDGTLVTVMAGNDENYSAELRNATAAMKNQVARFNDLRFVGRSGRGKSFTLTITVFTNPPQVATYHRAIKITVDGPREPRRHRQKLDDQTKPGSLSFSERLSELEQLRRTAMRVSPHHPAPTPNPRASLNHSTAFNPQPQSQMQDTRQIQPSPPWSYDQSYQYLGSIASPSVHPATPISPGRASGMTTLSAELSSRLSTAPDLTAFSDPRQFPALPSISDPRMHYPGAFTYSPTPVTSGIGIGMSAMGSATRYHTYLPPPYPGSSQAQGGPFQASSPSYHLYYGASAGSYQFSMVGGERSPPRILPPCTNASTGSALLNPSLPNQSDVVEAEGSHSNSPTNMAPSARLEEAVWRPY
Target sequence (Q13951 whole entry, looked up): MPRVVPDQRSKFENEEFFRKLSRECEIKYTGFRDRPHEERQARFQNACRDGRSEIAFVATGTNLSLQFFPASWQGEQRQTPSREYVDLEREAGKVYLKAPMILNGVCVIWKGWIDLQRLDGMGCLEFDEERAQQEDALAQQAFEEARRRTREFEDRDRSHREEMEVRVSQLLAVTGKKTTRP
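His-tagged CBF-beta and biotinylated RUNX1 (30 nM each) were premixed 20 min at room temperature, exposed to compound for 15 min, then given nickel-chelate and streptavidin AlphaScreen beads (50 ng each). After 90 min, AlphaScreen signal was read.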
Lamin A splicing – qHTS Assay for Modulators of Lamin A Splicing; Potency, µM (doses to about 46.1 µM), inactives show at the highest dose ratio change, negative = inhibition, actives largely listed as inhibitors; 0.01% of 200,000 active; AID 1487, 2009; HeLa LMNA splicing GFP/RFP minigene ratio, 48 h; active = well fitted inhibition curve with a large enough effect in the signal ratio, with a control signal flat, not every such curve was filed as active; inconclusive = small, poorly fitted or top-dose-only effect, or effect the other way, or a change in a side signal; the % refers to the signal ratio; also: potency is read from the fitted curve at half-maximal effect; % is scaled to controls: 0 for no effect and ±100 for the full control effect
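S3 HeLa cells stably expressing lamin A-EGFP splicing minigene plus DsRed2, 600 cells/well, 48 h compound exposure at 37C. Laser-scanning cytometry; analysed as GFP (500-530 nm)/RFP (575-640 nm) total intensity ratio; 0.5% DMSO vehicle.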
SMN2 splice enh – qHTS Assay for Enhancers of SMN2 Splice Variant Expression; HEK293 SMN2-luciferase splicing reporter, luminescence, 30-36 h; 2.8% of 210,000 active; Potency, µM (series often up to 46.1 µM), without a hit: at the highest dose activity change, positive = activation, hits mostly activators; also: potency is read from the fitted curve at half-maximal effect; % of control where 0% means no effect; nearly all actives have a fitted effect of over 55% in size
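HEK293 cells carry an SMN2 minigene-luciferase reporter in which exon 7 inclusion puts luciferase in frame. Cells were seeded at 2000 cells/well, attached for 10-12 hours, then exposed to compounds for 30-36 hours at 37C before ONE-Glo luminescence.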
HttQ103 aggreg – qHTS Multiplex Assay to Identify Dual Action Probes in a Cell Model of Huntington: Aggregate Formation (GFP) | 1.1% of 220,000 active | Potency, µM (highest dose often 46.1 µM), inactives show at the highest dose activity change, negative = inhibition, hits mostly inhibitors | PC12 HttQ103-GFP aggregates, Acumen cytometry, 40 h; also: potency is read from the fitted curve at half-maximal effect; % is scaled to controls: 0 for no effect and ±100 for the full control effect; nearly all actives have a fitted effect of over 60% in size
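Read-out: GFP aggregate count by laser scanning cytometer (488 nm excitation, 500-530 nm emission, 1–25 µm objects >6 SD above background). Cells: PC12, inducible HTTex1-Q103-GFP, 100 nM tebufenozide; compounds titrated.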
KinaseGlo FLuc – Counterscreen for Luciferase (Kinase-Glo TM) Inhibition; Luciferin 4-monooxygenase (Photuris pensylvanica), Q27757; Kinase-Glo luciferase, ATP luminescence, 8 min; Potency, µM (highest dose often 38.3 µM), without a hit: at the top dose activity change, negative = inhibition, actives largely listed as inhibitors; 0.28% of 200,000 active; also: potency is read from the fitted curve at half-maximal effect; % is scaled to controls: 0 for no effect and ±100 for the full control effect; nearly all actives have a fitted effect of over 60% in size
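Compound is pinned into ATP-containing buffer (10 uM ATP, imidazole pH 7.2, 7 mM MgCl2). Kinase-Glo luciferase reagent is then added. Light output is recorded following an 8-min room-temperature incubation.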
* = called active by the depositor; ? = inconclusive; . = not tested or not shown; [ ] = remark or other dose. Unless noted, calls follow the shape of the dose curve; as a rule, active = well fitted curve in the direction sought with a large enough effect; inconclusive = small, poorly fitted or top-dose-only effect, or another doubt; inactive = no such curve, though single readings can be large; an effect the other way counts as inactive or inconclusive.

| Compound | Lamin A splicing | HTT cytoprotect | SMN2 splice enh | KinaseGlo FLuc | HttQ103 aggreg | IMPase Li inh | CBFb RUNX1 block |
| --- | --- | --- | --- | --- | --- | --- | --- |
| CO/C([O-])=N/c1c[n+](-c2ccc(Cl)cc2)no1 | 6% | -12% | -4% | 1% | -5% | -22%[38.3 µM] | -2% |
| COc1ccc(Oc2ccccc2/C=C/C(=O)O)cc1 | 1% | 16%[10 µM] | -19% | 5% | -10% | -21% | 11% |
| CCOC(=O)c1sc(NS(=O)(=O)c2ccc(C)cc2)nc1C | 3% | -34% | -26% | -1% | -6% | 3%[38.3 µM] | 4% |
| CCCCC(CC)CNC(=O)c1ncn[nH]1 (stereo not given) | 4%[46 µM] | -30% | -4% | -2% | 11% | 1% | 8% |
| Cc1nc2ccc(Nc3ccncc3)cc2s1 | . | 1% | 8% | -1% | -7% | 6% | 14% |
| O=c1ccc2c(o1)/C(=C/C=C(Cl)Cl)CCC2 | ? | -3%[10 µM] | -19% | 1% | -8% | -1%[38.3 µM] | 8% |
| Cc1ccc(NC(=O)COC(=O)/C=C/c2ccccc2)cc1S(=O)(=O)N1CCOCC1 | ? | -17% | -9% | 5% | 12% | 12% | -3% |
| CN(C)c1ccc(C(C(=O)NC(C)(C)C)N(C(=O)c2csnn2)C2CC2)cc1 (stereo not given) | ? | -19%[10 µM] | 61% | -9% | 24% | 37%[activator][38.3 µM] | -3% |
| CCCCCC1C(=O)CCC1CC(=O)OC (stereo not given) | -12% | . | -2% | -1% | . | 1% | . |
| O=C(Oc1oc(-c2ccco2)nc1C=Nc1ccccc1)c1ccco1 | 11% | 7%[1.9 µM] | 9% | -2% | 8% | 11%[38.3 µM] | 4% |
| COc1ccc(C2/C(=C(/O)c3ccccc3)C(=O)C(=O)N2c2ncccn2)cc1OC (stereo not given) | -17% | -2%[10 µM] | -4% | 3% | -9% | -11% | -11% |
| O=C(NCc1ccccn1)C(C(=O)c1cccc([N+](=O)[O-])c1)n1cc(Cl)ccc1=O (stereo not given) | -1%[46 µM] | 10%[10 µM] | . | -1% | 1%[9.22 µM] | -5% | 1% |
| COc1ccccc1C(=O)N1CCN(c2cccc(C(F)(F)F)c2)CC1 | ? | -35% | -19% | 0% | -26% | 7%[38.3 µM] | 7% |
| COc1cccc(C(=O)NC2=NCCS2)c1 | -15% | -21%[10 µM] | 2µM* | -19% | -12% | -5% | 15% |
| CC(/C=N/NC(=O)c1cc(C2CC2)[nH]n1)=C\c1ccccc1 | . | 2%[10 µM] | . | . | 1%[9.22 µM] | . | 7% |
| COc1ccccc1NS(=O)(=O)c1cccc(C(=O)NN)c1 | 9% | -1% | -3% | -1% | -12% | -3%[38.3 µM] | -3% |
| CCN(c1ccccc1)S(=O)(=O)c1ccc(Cl)c(NC(=O)COC(=O)c2cc(O)c3ccccc3c2O)c1 | . | 7%[10 µM] | . | . | -29%[9.22 µM] | . | -27% |
| Cc1ccsc1C(=O)NCCC(c1ccccc1)c1ccccc1 | -3% | 22%[10 µM] | -11% | 1% | -5% | 9% | 16% |
| O=C(Nc1ccc2oc(-c3ccccc3)nc2c1)c1cccs1 | -10% | -6%[10 µM] | 3.2µM* | 0% | 15% | 12% | 5% |
| O=C1/C(=C/c2cccs2)N=C(c2cccs2)N1Nc1ccccc1 | ? | -59%[inhibitor] | -7% | 1% | 5% | 34%[activator][38.3 µM] | ? |
| CN1CCCN(C(=O)c2ccc(Cl)c(S(=O)(=O)N(C)c3ccccc3)c2)CC1 | 4% | -23% | -7% | 1% | -14% | -5%[38.3 µM] | 5% |
| CC(=O)Nc1ccc2nc(-c3ccco3)[nH]c2c1 | . | -75%[inhibitor] | ? | -21% | 6% | 0% | 8% |
| O=C(N/N=C/c1ccc2nccnc2c1)c1cccc([N+](=O)[O-])c1 | . | . | 10% | -2% | 12% | 4% | -4% |
| CCOC(=O)c1cccc(NC(=O)CSc2nnc(C)n2Cc2ccccc2)c1 | 3% | -20% | 14% | -2% | -5% | 24%[38.3 µM] | 1% |
| O=Nc1c(O)n(Cc2cccc(C(F)(F)F)c2)c2ccccc12 | ? | ? | -21% | 0% | 12% | -5% | -1% |
| O=C(Cc1cccs1)N/N=C/C=C\c1ccccc1[N+](=O)[O-] | 20%[9.22 µM] | ? | 10% | -3% | -18% | -6% | 1% |
| O=C(COC(=O)CCOc1ccccc1)NCc1ccco1 | -4% | -12% | -7% | -4% | 3% | -4%[38.3 µM] | ? |
| c1ccc2nc3c(nc2c1)c1ccccc1n3CCN1CCOCC1 | -28% | -27% | 3% | -1% | -33% | 15%[38.3 µM] | 17% |
| COc1c(Cl)cc(-c2noc(C)c2C(=O)NCc2ccc3c(c2)OCO3)cc1Cl | -8% | -6% | -32%[inhibitor] | -1% | 2% | 3% | 8%[2.36 µM] |
| CCN(CC)c1ccc(C2C(C(=O)OC(C)C)C(=O)CC(C)(O)C2C(=O)OC(C)C)cc1 (stereo not given) | ? | 4%[10 µM] | -10% | -4% | 14% | 16%[38.3 µM] | 0% |
| COc1cccc(-n2nnc3c(=O)n(CC(=O)N4CCCCC4)cnc32)c1 | 3% | -25% | -12% | 2% | 4% | 12%[38.3 µM] | 4% |
| CC(=O)Nc1ccc(NC(=O)COc2ccc(Br)cc2C)cc1 | -9% | -39%[10 µM] | -12% | 2% | 5% | -7% | 0% |
| CCCCCCCC(=O)N1c2ccccc2NC(=O)C1CC(=O)Nc1ccc(C(=O)O)cc1 (stereo not given) | . | 0%[10 µM] | . | . | 5%[9.22 µM] | . | 4% |
| N#C/C(=C/c1ccccc1[N+](=O)[O-])c1nc(C2CC2)cs1 | ? | 4%[10 µM] | -3% | 3% | 6% | 20% | ? |
| COCCCN1CN(S(=O)(=O)c2ccc(Cl)cc2)c2nc3ccccc3nc21 | ? | -6%[0.074 µM] | 0% | -2% | -1% | -4%[38.3 µM] | 0% |
| Cc1cc(C)nc(NC2=NCCN2C(=S)Nc2ccc(C)c(C)c2)n1 | . | -10%[10 µM] | . | . | -4%[9.22 µM] | . | -3% |
| COCCNC(=O)CSc1cc(=O)n(C)c2cc(Cl)ccc12 | . | -34%[inhibitor] | . | . | 17% | ? | -2% |
| CC(C)(C)NCC(O)(c1ccc(Cl)cc1)c1ccc(Cl)cc1 | -11%[46 µM] | 6% | -13% | -3% | -22% | 22% | 27% |
| CCN1CCCC1CNC(=O)C(=O)Nc1cccc(OC)c1 (stereo not given) | -4% | -5%[10 µM] | . | 9% | 15% | -7% | -15% |
| CC1CCC2(CC1)NC(=S)N(C(C)(C)C)N2 (stereo not given) | . | -11%[10 µM] | . | . | -10%[9.22 µM] | . | 1% |
| CCn1c(C)nc2cc(C(N)=O)ccc21 | . | 3%[10 µM] | . | . | 6%[9.22 µM] | . | 13% |
| Cc1ccccc1Cn1ccc(NC(=O)c2cnn3c2NC(c2ccccc2)CC3C(F)(F)F)n1 (stereo not given) | -10% | -21% | ? | -4% | -15% | 21%[38.3 µM] | -4% |
| CCOc1ccc(C2C(C(=O)Nc3ccccc3)=C(C)N=c3s/c(=C/c4cccc(OCC(=O)O)c4)c(=O)n32)cc1 (stereo not given) | . | -5%[10 µM] | . | 0% | 8%[9.22 µM] | 1% | -2% |
| Nc1c(C(=O)N/N=C/c2cccnc2)cnn1-c1ccccc1 | ? | . | . | -20% | 1% | -1% | -8% |
| O=c1c2ccccc2nc(SCc2cn3ccsc3n2)n1-c1ccc(F)cc1 | 7% | 0%[10 µM] | -66%[inhibitor] | -2% | 5% | 11% | 5% |
| COc1ccccc1/C=C(\NC(=O)c1ccc(OC)c(OC)c1)C(=O)Nc1cccc([N+](=O)[O-])c1 | -2% | 26%[10 µM] | -7%[1.84 µM] | 2% | -8% | 9% | -16% |
| Cc1nnsc1NC(=O)OCc1ccc(C(C)(C)C)cc1 | -3%[0.0737 µM] | -21% | -78%[inhibitor] | -2% | -29% | 21%[38.3 µM] | 4% |
| CCCCOc1ccccc1Cn1c(=O)oc2ccccc21 | 0% | -5% | -4% | -5% | -21% | 6%[38.3 µM] | 26% |
| NC(=O)c1c(N)sc2c1CCCCC2 | 3% | -9%[10 µM] | 0% | -3% | -19% | -4%[38.3 µM] | 1% |
| Cc1ccc2ncnc(Nc3cccc(C(=O)O)c3)c2c1 | . | -62%[inhibitor] | . | . | -7% | -6% | -1% |
| CNc1nnc(CSc2nc(C)cc(C)n2)s1 | 2% | 25% | ? | 1% | 2% | 22%[38.3 µM] | 3% |
| COC(=O)c1cc2ccsc2n1Cc1nc(-c2ccc(Cl)cc2)oc1C | -2% | -4% | -11% | -4% | -15% | 15%[38.3 µM] | 0% |
| COCCN(C(=S)Nc1ccccc1C)C(C)c1cccnc1 (stereo not given) | 5% | . | 11% | 0% | -14% | -1% | -6% |
| FC(F)Sc1nc(-c2ccccc2)c(-c2ccccc2)n1C(F)F | -10% | -12%[10 µM] | . | . | -3% | . | -22% |
| CC(=O)NC(=S)Nc1ccc(NC(=S)NC(=O)/C=C/c2ccco2)cc1 | . | 8%[10 µM] | . | . | -9%[9.22 µM] | . | ? |
| Cc1ccc(C(=O)COC(=O)CNC(=O)C(c2ccccc2)c2ccccc2)cc1[N+](=O)[O-] | -4% | -20% | -2% | -1% | -20% | 0%[38.3 µM] | -2% |
| CCS(=O)(=O)N1CCC(C(=O)N2CCN(c3ccccc3)CC2)CC1 | 2% | 4% | 11% | 1% | 7% | 13%[38.3 µM] | -4% |

Complete entries, looked up by structure:
Results for `O=c1c2ccccc2nc(SCc2cn3ccsc3n2)n1-c1ccc(F)cc1` → Lamin A splicing: 7%; HTT cytoprotect: 0%[10 µM]; SMN2 splice enh: -66%[inhibitor]; KinaseGlo FLuc: -2%; HttQ103 aggreg: 5%; IMPase Li inh: 11%; CBFb RUNX1 block: 5%
Results for `COCCNC(=O)CSc1cc(=O)n(C)c2cc(Cl)ccc12` → Lamin A splicing: .; HTT cytoprotect: -34%[inhibitor]; SMN2 splice enh: .; KinaseGlo FLuc: .; HttQ103 aggreg: 17%; IMPase Li inh: ?; CBFb RUNX1 block: -2%

Screening data as filed in PubChem BioAssay.
